Rv3671c protease – inhibitors of M. tuberculosis serine protease Rv3671c. inhibition, % at 5.96 µM. actives 0.048% (n = 320,000). AID 2606; in the data active = inhibition above about 38%;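 also: extracellular domain of Rv3671c used as enzyme; 0% = enzyme with DMSO and 100% = no enzyme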
TcdB inh – blocks C. difficile toxin B glycohydrolase activity. P18177. TcdB glycohydrolase enzymatic assay, plate reader. inhibition, % at 9.99 µM. actives 0.24% (n = 350,000); in the data active = inhibition above about 10%
Vc quorum ag – inducers of Vibrio cholerae quorum light production without autoinducers; AID 588436; V. cholerae BH1578 lux reporter, luminescence, 6 h; actives 0.16% (n = 350,000); activation, % at 18.7 µM; in the data active = activation mostly above about 9.7%, no sharp cut-off; also: not every result past the cut was called active; inactives centre near 0; reference of the scale not given here
PriA SSB inh – blocks PriA binding to SSB C-terminal tail. inhibition, % at 33 µM. actives 0.6% (n = 430,000). AlphaScreen SSBct-PriA binding, biotinylated peptide; in the data active = inhibition mostly above about 37%, no sharp cut-off; inactive = mostly below about 20%;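 also: plate controls were negative control peptide for no effect and reference peptide for full effect; strong numbers were not always called active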
VHR inh abs – inhibitors of human VHR1 phosphatase (DUSP3). AID 1654. actives 0.52% (n = 290,000). recombinant VHR phosphatase, pNPP absorbance. P51452. inhibition, % at 13.3 µM; in the data active = inhibition above about 50%; also: some compounds called inactive have numbers as strong as hits
SARS 3CLpro inh – SARS-CoV 3CLpro protease inhibition; inhibition, % at 6 µM; actives 0.14% (n = 290,000); AID 1706; recombinant SARS-CoV 3CLpro, quenched FRET peptide cleavage; P0C6X7; in the data active = inhibition above about 12%
MazF activator – activators of E. coli MazEF toxin-antitoxin RNase. P0AE70. FAM/BHQ RNA-DNA oligo cleavage fluorescence, 5 h. activation, % at 20 µM. actives 0.32% (n = 350,000). AID 504720; in the data active = activation above about 50%
PfHsp40 yeast – restores yeast growth despite PfHsp40 toxicity | S. cerevisiae expressing PfHsp40, growth rescue, ATP luminescence | growth rescue, % at 12.5 µM | actives 0.68% (n = 340,000); in the data active = growth rescue above about 28%, passing the limit was not always enough;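 also: yeast W303a lacking pdr1 and pdr3 grown in galactose medium; growth measured after three days at 30 °C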
Anthrax LF inh2 – anthrax lethal factor protease inhibition | inhibition, % at 10 µM | multiplex microsphere protease cleavage assay, LF | actives 0.12% (n = 360,000) | AID 588501; in the data active = inhibition above about 30%; also: plate controls were buffer without enzyme for full effect and enzyme alone for no effect
Y pestis TopoI – inhibitors of Yersinia pestis topoisomerase I; Y. pestis Topo-I cleavage product accumulation, plate reader; activity, % at 10 µM; actives 0.064% (n = 360,000); AID 504884; in the data active = activity above about 50%, passing the limit was not always enough; also: inactives centre near 2
* marks the source's active call; other numbers are inactive results; i = inactive; · = no result given; & = joins results of further samples. A portion of the library (hit frequency here may not be typical).

SMILES	Rv3671c protease	TcdB inh	Vc quorum ag	PriA SSB inh	VHR inh abs	SARS 3CLpro inh	MazF activator	PfHsp40 yeast	Anthrax LF inh2	Y pestis TopoI
COc1ccc(C(c2sc3nc(C)nn3c2O)N2CCc3ccccc3C2)cc1 (stereo unspecified)	-5	7.1	-0.3	-6	16	7	5	0.1	-4	22
CC(=O)Nc1ccc(S(=O)(=O)N2CCN(S(=O)(=O)c3ccc(F)c(F)c3F)CC2)cc1	1	1.4	-0.9	-4	-24	2	4	-0.5	7	1
Cc1ccc(N(C)C(=O)c2cc(S(=O)(=O)N3CCCCC3)c[nH]2)cc1	9	0.6	-0.1	2	6	-4	0	-0.1	2	9
O=S(=O)(Cc1ccccc1Cl)NCCc1ccc(F)cc1	3	0.1	i	-23	5	-3	-2	0.7	-6	4
Cc1ccc(S(=O)(=O)N2CCN(C(=O)Cc3ccc(S(=O)(=O)N4CCOCC4)s3)CC2)cc1	3	0.7	-0.1	-12	10	1	-3	0.0	0	2
O=C(c1ccccc1)N1CCN(S(=O)(=O)c2ccc(Cl)c(C(F)(F)F)c2)CC1	-5	0.9	-0.3	10	·	·	4	-2.1	-2	3
O=C(CN1C(=O)C2C3C=CC(C3)C2C1=O)OCC(=O)c1ccc(Br)cc1 (stereo unspecified)	-4	0.3	-0.9	-13	-9	2	2	-1.4	-5	3
CN(CC(=O)Nc1ccc(Cl)c(C(F)(F)F)c1)C(=O)c1cccc2cccnc12	2	-0.3	-3.0	-3	·	·	2	0.1	-4	16
Cc1cc(C)n(-c2ccc(NC(=O)C3CCCCN3C(=O)c3ccoc3)cc2)n1 (stereo unspecified)	·	0.9	-0.4	-9	0	1	-2	1.5	-1	9
O=C(c1cnn2c(C(F)(F)F)cc(-c3cccs3)nc12)N1CCOCC1	-4	1.1	-0.3	-20	2	0	7	-1.2	-1	-1

Fetched by structure from above, 2 records:
SMILES	Rv3671c protease	TcdB inh	Vc quorum ag	PriA SSB inh	VHR inh abs	SARS 3CLpro inh	MazF activator	PfHsp40 yeast	Anthrax LF inh2	Y pestis TopoI
O=C(c1cnn2c(C(F)(F)F)cc(-c3cccs3)nc12)N1CCOCC1	-4	1.1	-0.3	-20	2	0	7	-1.2	-1	-1
Cc1ccc(S(=O)(=O)N2CCN(C(=O)Cc3ccc(S(=O)(=O)N4CCOCC4)s3)CC2)cc1	3	0.7	-0.1	-12	10	1	-3	0.0	0	2

Next section:
SMILES	Rv3671c protease	TcdB inh	Vc quorum ag	PriA SSB inh	VHR inh abs	SARS 3CLpro inh	MazF activator	PfHsp40 yeast	Anthrax LF inh2	Y pestis TopoI
CCOC(=O)c1c(C)[nH]c(C)c1S(=O)(=O)NCc1cc(C)ccc1C	0	1.0	i	-13	0	3	6	-0.7	-2	9
C[n+]1cccc(O)c1SCc1ccccc1	-4	-0.7	0.3	-9	·	·	1	-2.2	1	4
C=CCn1c(SCc2c(C)noc2C)nc2cc(C(=O)O)ccc2c1=O	3	·	-0.5	-12	·	3	-2	-0.6	-4	-3
COc1ccc(NC(=S)NN2CCN(C)CC2)cc1	1	·	·	-18	30	2	-2	0.1	1	-8
O=C(NCc1cccc(Cl)c1)c1ccc2c(c1)OCCO2	3	0.5	i	-15	-2	2	0	17	-6	8
CCOc1ccc(NC(=O)C2CCCN(C)C2)cc1 (stereo unspecified)	-10	0.9	i	-3	16	1	1	2.3	-1	0
COc1ccc(C(C)=NOC(=O)c2c(-c3ccccc3Cl)noc2C)cc1CN1CCOCC1	·	1.1	i	·	·	·	9	·	1	7
Cc1[nH]c2ccc(C(=O)OC(C)C(=O)N(C)c3ccccc3)cc2c1C (stereo unspecified)	10	·	-2.8	15	·	·	7	0.1	2	13
CN(C)CCOC(=O)CCCCCCCCC(=O)OCCN(C)C	4	1.7	-1.0	-4	18	3	2	1.9	18	-5
COc1ccc(/C=C/C(=O)N2CC(C)OC(C)C2)cc1OC (stereo unspecified)	-4	1.4	-0.7	-8	5	1	-25	-1.3	24	-2
O=C(c1ccccc1)c1cnc[nH]1	-3	0.0	-0.6	-10	-4	0	0	-0.5	0	0
CCc1cccc2sc(NC(=O)C3CC3)nc12	-3	-4.7	-0.3	3&-6	21	0	9	0.5	4	1
Cc1cc(-c2ccc(C)c(S(=O)(=O)Nc3cc(C)on3)c2)on1	2	2.7	-1.0	-7	17	-1	7	-1.2	3	-1
O=C(c1ccc(Cn2cc([N+](=O)[O-])cn2)o1)N1N=C(C(F)F)CC1(O)C(F)F (stereo unspecified)	-4	0.9	i	-4	43	2	-1	0.7	0	-4
CCNc1nc(NCC)n2c(SCC(=O)Nc3ccc(C(F)(F)F)cc3[N+](=O)[O-])nnc2n1	-6	·	-2.7	-2	-3	-1	5	0.0	0	-9
COc1ccc(N(Cc2cc3cccc(C)c3[nH]c2=O)S(=O)(=O)c2ccc(Cl)cc2)cc1	-2	0.8	0.5	-10	-10	1	-5	1.4	-1	5
O=C(Cc1cccs1)Nc1ccccc1C(=O)O	3	·	-1.5	-31	-1	5	-3	1.6	3	2
O=S1(=O)CCOC[C@H](Cc2ccccc2)N1Cc1ccc(Cl)cc1	1	·	i	-2	·	·	6	2.2	3	2
O=C(c1ccc(Br)s1)N1CCN(C/C=C/c2ccccc2)CC1	0	·	i	-2	-8	-1	0	-0.7	-1	18
Cc1ccc(NC(=O)c2cccc(Oc3ccc([N+](=O)[O-])cc3)c2)c(C(=O)O)c1	-12	-5.8	2.1	5	9	8	-1	1.4	13	2
O=[N+]([O-])c1ccc(Oc2cc(NC3CCCCCCC3)c([N+](=O)[O-])cc2[N+](=O)[O-])cc1	-2	0.6	-0.5	11	36	-7	-3	0.6	-2	-7
CC(=O)Nc1nc(SCc2ccc(Cl)cc2Cl)n[nH]1	-7	·	i	-9	30	-7	2	0.6	-8	6
COc1ccccc1N1CCN(C(=O)c2cc3n(n2)C(C(F)(F)F)CC(c2ccco2)N3)CC1 (stereo unspecified)	-2	·	-0.6	7	-12	5	4	-0.4	-4	31
O=C(NCCSc1c[nH]c2ccccc12)C1CC1	2	1.3	i	-5	11	0	-2	0.2	-6	3
CC(=O)N1N=C(c2cccnc2)OC1c1ccccc1Cl (stereo unspecified)	6	-0.5	i	-8	10	0	2	-0.5	-8	3
C[C@@H]1[C@H]2CCCC[C@H]2CN(C(=O)OC(C)(C)C)[C@@H]1CC(=O)c1ccccc1	·	-2.3	-1.1	-3	·	·	-2	-0.4	-13	33
Oc1cccc(/C=N/Nc2cc(N3CCCC3)nc(N3CCCC3)n2)c1	-4	·	-0.2	·	2	2	18	-0.2	0	-9
O=C(c1cccc(COc2cccc3ccccc23)c1)N1CCCC1	0	·	0.3	0	9	2	4	-0.6	-8	-1
CC(C)(C)c1ccc(C(=O)CCCSC2=C(C#N)C(c3ccco3)C3=C(CCCC3=O)N2)cc1 (stereo unspecified)	-32	·	i	-13	12	0	-8	-0.1	-5	19
Cc1ccccc1/C=N/NC(=O)c1ccc(-n2cnnn2)cc1	-2	0.4	i	·	·	·	24	-0.3	0	-4

Some of these compounds in order of number of heavy atoms, ascending.
SMILES	Rv3671c protease	TcdB inh	Vc quorum ag	PriA SSB inh	VHR inh abs	SARS 3CLpro inh	MazF activator	PfHsp40 yeast	Anthrax LF inh2	Y pestis TopoI
O=C(NCCSc1c[nH]c2ccccc12)C1CC1	2	1.3	i	-5	11	0	-2	0.2	-6	3
CC(=O)Nc1nc(SCc2ccc(Cl)cc2Cl)n[nH]1	-7	·	i	-9	30	-7	2	0.6	-8	6
Cc1ccccc1/C=N/NC(=O)c1ccc(-n2cnnn2)cc1	-2	0.4	i	·	·	·	24	-0.3	0	-4
O=C(c1cccc(COc2cccc3ccccc23)c1)N1CCCC1	0	·	0.3	0	9	2	4	-0.6	-8	-1
C[C@@H]1[C@H]2CCCC[C@H]2CN(C(=O)OC(C)(C)C)[C@@H]1CC(=O)c1ccccc1	·	-2.3	-1.1	-3	·	·	-2	-0.4	-13	33
O=[N+]([O-])c1ccc(Oc2cc(NC3CCCCCCC3)c([N+](=O)[O-])cc2[N+](=O)[O-])cc1	-2	0.6	-0.5	11	36	-7	-3	0.6	-2	-7
CC(C)(C)c1ccc(C(=O)CCCSC2=C(C#N)C(c3ccco3)C3=C(CCCC3=O)N2)cc1 (stereo unspecified)	-32	·	i	-13	12	0	-8	-0.1	-5	19

Structures listed so far that contain a COOH group (three):
SMILES	Rv3671c protease	TcdB inh	Vc quorum ag	PriA SSB inh	VHR inh abs	SARS 3CLpro inh	MazF activator	PfHsp40 yeast	Anthrax LF inh2	Y pestis TopoI
C=CCn1c(SCc2c(C)noc2C)nc2cc(C(=O)O)ccc2c1=O	3	·	-0.5	-12	·	3	-2	-0.6	-4	-3
O=C(Cc1cccs1)Nc1ccccc1C(=O)O	3	·	-1.5	-31	-1	5	-3	1.6	3	2
Cc1ccc(NC(=O)c2cccc(Oc3ccc([N+](=O)[O-])cc3)c2)c(C(=O)O)c1	-12	-5.8	2.1	5	9	8	-1	1.4	13	2

Further records follow.
SMILES	Rv3671c protease	TcdB inh	Vc quorum ag	PriA SSB inh	VHR inh abs	SARS 3CLpro inh	MazF activator	PfHsp40 yeast	Anthrax LF inh2	Y pestis TopoI
CCc1cc(=O)oc2c(C)c(OCC(=O)N3CC[C@@]4(O)CCCC[C@H]4C3)ccc12	1	0.7	-0.7	-3	25	3	11	-0.7	-3	-2
O=C(CSc1nnc(-c2ccncc2)o1)Oc1ccccc1	-4	·	-0.2	-5	26	-2	8	-1.1	2	-4
COc1ccc(C(=O)NCCCN2CCCC2=O)cc1	-1	·	-1.3	-18	-6	2	10	0.6	-5	6
CC(C)(C)N1CC2(c3ccccc3)CN(C(C)(C)C)CC(c3ccccc3)(C1)C2=O	5	·	-0.4	-18	19	3	-2	0.9	2	-3
CCOc1cc2c(cc1OCC)-n1cccc1C(c1cccc(OCC)c1O)NC2 (stereo unspecified)	4	1.0	-0.6	23	14	-4	6	-2.5	-3	10
CCOc1ccc(Oc2ccc(NC(=O)CSc3nncn3C)cc2)cc1	·	1.5	-5.0	-2	·	·	-15	-1.3	-2	-6
O=S(=O)(Nc1ccc(OC(F)(F)F)cc1)c1cccc2nonc12	-1	4.0	-0.5	-6	10	3	-8	1.6	-16	3
Cc1cc(NC(=O)Cc2csc(-c3ccccc3)n2)ccc1Br	4	·	-0.7	2	22	6	35	5.6	10	21
O=C(Nc1ccccc1[N+](=O)[O-])c1cc2ccccc2nc1Cl	0	0.4	-0.5	-1	19	-4	10	-0.2	-3	4
CC(=O)Nc1cc(C(=O)N2CCCC2)ccc1S(=O)(=O)c1ccc(Cl)cc1	2	·	-0.4	2	-20	-1	-7	-1.0	1	0
NNC(=O)CN(CCc1ccccc1)S(=O)(=O)c1ccc(Cl)cc1	-18	-0.4	-0.3	-2	47	4	5	0.5	-2	19
CCCCN1CN(S(=O)(=O)c2ccc(OC)cc2)c2nc3ccccc3nc21	0	-1.9	i	-9	-4	-3	-14	9.6	-2	21
Cc1cc(C(=O)O)cc(S(=O)(=O)N2CCOCC2)c1C	2	·	-0.4	-8	2	-5	10	-1.0	7	-2
COc1ccc(S(=O)(=O)NC(C)C(=O)N2CCCCCC2)cc1 (stereo unspecified)	-1	0.8	-0.4	6	-18	-4	5	0.0	13	1
O=C(NCc1ccco1)/C(=C\c1ccc(F)cc1)NC(=O)c1ccco1	-2	1.3	-0.3	-9	35	0	4	0.2	-3	6
CN(C)c1ccc(-c2cc3ccccc3c(=O)o2)cc1	1	3.2	i	-52	·	·	43	-0.6	9	-9
COc1ccccc1N(C)S(=O)(=O)c1ccc(C(=O)Nc2cccc(Br)c2)cc1	-173	0.1	0.0	5	·	·	9	1.4	1	11
O=C(COc1ccccc1)Nc1ccc(N2CCN(C(=O)c3ccco3)CC2)cc1	-44	1.5	-1.1	8	8	1	3	1.8	-4	1
C=CCn1c(SCc2cc(=O)n3cc(C)ccc3n2)nnc1-c1cccc(C)c1	-8	·	3.3	9	10	-6	4	-1.2	0	8
COc1ccc(C(=O)Nc2cccc3ccccc23)cc1	1	-0.1	i	-6	20	-3	13	0.4	-11	5

Screens: PubChem BioAssay, several laboratories
